# Assay outcomes from PubChem BioAssay.
# Growth percent in the NCI-60 one-dose screen (48 h, 10 µM unless noted): 100 = growth as untreated, 0 = no growth, -100 = all killed.
# HS 578T: HS 578T breast cancer; AID 1794788; actives 4.1% (n = 78,000)
# BT-549: BT-549 breast cancer; actives 4.4% (n = 78,000); AID 1794793
# MDA-MB-231: MDA-MB-231 breast cancer; actives 5% (n = 81,000)
# MCF7: MCF7 breast cancer; actives 6.3% (n = 82,000); AID 1794796
# T-47D: T-47D breast cancer. actives 5% (n = 79,000)
# K-562: K-562 leukemia; actives 7.4% (n = 78,000)
# SR: SR leukemia cells | actives 8.7% (n = 73,000) | AID 1794780
# MDA-MB-468: MDA-MB-468 breast cancer; actives 8.5% (n = 78,000); AID 2202374
# An asterisk follows results filed as active; x = not tested or not shown; & = joins results of further samples. Rule for the calls: active = growth percent below 10; inactive = the rest.
compound	MDA-MB-231	K-562	BT-549	HS 578T	SR	T-47D	MDA-MB-468	MCF7
Nc1ccc(S(=O)(=O)N/N=C/c2ccccc2Cl)cc1	101	98	116	101	139	88	90	99
COc1ccc(Cn2cc(C(=O)Nc3cccnc3Nc3ccc(F)cc3)nn2)cc1	94	106	98	89	100	103	92	99
CCCCCC1=CC(=O)C=C(OC)C12C(=O)Oc1cc(O)c(C(=O)O)c(CCCCC)c12 (configuration not stated)	127	98	99	105	93	106	118	95
CCOC(=O)c1sc(NCC(=O)Nc2ccc(Br)cc2)c(C(=O)OCC)c1C	108	105	98	97	87	92	103	83
Cn1c(=O)c2nc3n(c2n(C)c1=O)C(=N)C(C(=O)c1ccccc1)N=N3 (configuration not stated)	99	93	104	117	92	102	90	60
N#CCc1[nH]nc(N)c1C#N	105	108	106	117	111	103	103	93
CCn1cc(C(=O)N/N=C/c2cccs2)c(=O)c2cc(F)c(N3CCNC(C)C3)c(F)c21 (configuration not stated)	41	-39*	62	86	-4.2*	78	55	-77*
COc1ccc(-c2nnc(CNc3ccc(Cl)cc3)o2)cc1OC	79	75	91	97	82	82	98	85
OCCNc1nc(Nc2ccc(C3=NN(c4cc(Cl)cc(Cl)c4)C(c4ccccc4)C3)cc2)nc(N2CCOCC2)n1 (configuration not stated)	65	70	91	97	94	71	93	56
O=c1[nH]c(SCc2ccccc2)nc2ccccc12	97	102	128	110	95	91	100	94
Cc1ccc2oc(C(=O)N3CCN(c4cccc(Cl)c4)CC3)c(C)c2c1	117	105	102	86	94	101	103	95
Cc1ccccc1N1CCN(C(=S)c2cccs2)CC1	110	78	70	151	58	67	86	78
O=C(O)CC/C(=N\Nc1ccc([N+](=O)[O-])cc1[N+](=O)[O-])C(=O)O	109	102	103	103	105	100	116	108
Cc1nn(-c2ccc(F)cc2)c2ncnc(Nc3ccc(F)c(Cl)c3)c12	86	98	105	79	75	73	102	84
Cn1nc(N)c2cc([C@@H]3Nc4ccc5[nH]ncc5c4[C@H]4C5CCC(C5)[C@@H]34)ccc21 (some centres not stated)	49	9.8*	38	21	15	44	-2.6*	19
CCc1n(O)cc[n+]1[O-]	104	103	112	97	97	98	92	91
COc1cc([C@@H]2c3cc4c(cc3[C@H](OC3OC5COC(c6ccccc6)OC5C(O)C3O)[C@H]3COC(=O)[C@H]23)OCO4)cc(OC)c1OC (some centres not stated)	66	16	x	-30*	-25*	107	18	11
CNC(=O)OCN1C(=O)C2CC=CCC2C1=O (configuration not stated)	118	101	108	x	85	111	121	102
Cc1ccc(/C=C(\C#N)n2nnc3cc(Cl)c(Cl)cc32)cc1	-15*	6.4*	7.9*	12	17	15	22	6.6*
c1ccc(CNc2nc(Nc3ccccc3)nc3ccccc23)cc1	67	34	89	44	20	77	13	57
COc1cc(/C=N/Nc2ccc(C)cc2)cc(OC)c1OC	103	107	105	103	119	103	104	99
Nc1ccnc(=O)[nH]1	109	117	109	112	117	109	95	102
Cc1ccccc1N1C(=O)C2C3C=CC(O3)C2C1=O (configuration not stated)	106	91	103	114	102	111	113	94
CN=C1C=CC(=C(c2ccc(N(C)C)cc2)c2ccc(N(C)C)cc2)C=C1	-47*	2.2*	-34*	33	-11*	3.0*	-48*	x
COc1ccc(-c2cc(-c3cc(C(=O)c4ccc(Br)cc4)n4cc(C)cc(C)c34)nc(N)c2C#N)cc1OC	83	95	119	111	99	81	109	96
Cc1sc2nc(N3CC(C)OC(C)C3)[nH]c(=O)c2c1C (configuration not stated)	101	126	93	100	114	102	106	101
Cc1onc(-c2ccccc2)c1C(=O)N1CCCN2C(=O)c3ccccc3C21 (configuration not stated)	132	104	x	x	100	101	121	103
Cc1nc2sc(C(=O)Nc3ccccc3)c(N)c2cc1C(=O)c1ccc(C(F)(F)F)cc1	101	101	100	86	82	97	107	91
CCCCCCCCc1ccc(C(=O)Nc2ccc(C)cc2C(=O)O)cc1OC	108	68	104	114	93	107	87	86
CCOC(=O)n1cc(-c2nonc2-c2cn(C)c3ccc(OC)cc23)c2cc(F)ccc21	71	68	87	70	79	73	87	78

# Part of the list above, with two lines to a compound.
# Results follow in this order: MDA-MB-231, K-562, BT-549, HS 578T, SR, T-47D, MDA-MB-468, MCF7
> CNC(=O)OCN1C(=O)C2CC=CCC2C1=O (configuration not stated)
  118, 101, 108, x, 85, 111, 121, 102
> Cc1ccc(/C=C(\C#N)n2nnc3cc(Cl)c(Cl)cc32)cc1
  -15*, 6.4*, 7.9*, 12, 17, 15, 22, 6.6*

# Following part:
compound	MDA-MB-231	K-562	BT-549	HS 578T	SR	T-47D	MDA-MB-468	MCF7
Cc1nc2sc(C(=O)Nc3cccc(Cl)c3C)c(N)c2cc1C(C)O (configuration not stated)	47	7.4*	51	32	12	44	25	17
Nc1cccc(O)c1	91	103	96	121	87	96	102	95
Cc1ccc(NC(=O)CNC(=O)CN2C(=O)c3ccccc3C2=O)cc1	95&114	97&89	122&96	99&103	106	101&99	106&101	94&95
COc1ccc(-c2cn(-c3cccc(C(=O)/C=C/c4cc(OC)c(OC)c(OC)c4)c3)c(=O)[nH]2)cc1OC	72	51	85	88	6.0*	63	98	53
C/C(=C\COc1c2c(cc3c1CCO3)OC1(C=C2)OC(CC/C(C)=C/COc2c3ccoc3cc3oc(=O)ccc23)C(C)(C)O1)CCC(O)C(C)(C)O (configuration not stated)	61	40	92	79	x	49	x	43
C[C@H]1c2ccccc2OC(=O)C[C@@H]1c1ccccc1	99	93	100	90	97	90	96	91
CCN(CC)c1ccc(C(=O)c2ccccc2)cc1	100	95	109	102	86	83	105	99
Cc1cc2nc3c(=O)[nH]c(=O)nc-3n(C[C@@H](O)[C@@H](O)[C@@H](O)COP(=O)(O)O)c2cc1C	90	97	108	90	93	103	95	100
CN1C(=O)C=C(N)C1=O	100	100	112	108	94	101	94	102
O=CN/N=C/c1ccc2c(c1)CCC2	103	91	107	48	97	98	89	102
CN1C(C(=O)Nc2ccccn2)=C(O)c2ccccc2S1(=O)=O	105	98	98	114	111	100	102	100
NC(=O)/N=C(\CCc1nc2ccccc2[nH]1)c1nc2ccccc2[nH]1	111	109	104	119	79	104	96	96
Oc1ccc(Cl)cc1-c1nc2ccccc2s1	80	x	86	134	x	80	96	70
O=C(Nn1c(COc2ccccc2)nc2ccccc2c1=O)c1ccc(Cl)cc1	92	99	102	104	x	99	102	109
COc1cccc(OC(=O)c2ccccc2)c1OC(=O)c1ccccc1	75	37	83	87	x	80	39	47
CCN(CC)C(=O)C1=C(C)NC(=S)NC1c1ccc2c(c1)OCO2 (configuration not stated)	104	101	107	100	109	93	118	101
Cc1cccc(N2CCN(C(N)=O)CC2)c1	102	106	85	98	108	100	100	95
CCOC(=O)C(Cc1ccc([N+](=O)[O-])cc1)(NC(C)=O)C(=O)OCC	113	104	96	101	96	x	111	98
CCOC(=O)c1c(C)nc2ccccc2c1/C=C/c1cccs1	83	50	77	99	69	17	-2.4*	39
O=C(N/N=C\c1ccc(F)cc1)c1ccc2nc(-c3ccc(Cl)cc3)[nH]c2c1	81	94	113	94	97	86	110	76
COc1ccc2c(c1)[nH]c(=O)c1c3cccnc3cn21	29	17	46	50	x	60	6.2*	20
OCCN(CCO)C(=S)S	x	111	110	100	x	x	102	98
O=C(NNc1nc2cc(F)ccc2n2c(C(=O)N3CCN(C4CC4)CC3)ccc12)c1ncccn1	44	x	x	66	x	27	14	15
O=S(=O)(Cl)Cc1ccc(Cl)cc1	93	104	98	95	94	96	101	87
CC(=O)OCC(CCn1cnc2cnc(N)nc21)COC(C)=O	106	107	106	98	x	119	107	x
CCOC(=O)c1[nH]n(-c2ccccc2)c(=O)c1/C=N/C(=S)NNC(C)=O	100	104	99	103	90	95	101	90
CCCN(CCC)OS(=O)c1ccc(COCOc2ccc(OS(=O)N(CCC)CCC)cc2)cc1 (configuration not stated)	96	83	105	96	90	76	81	97
Cc1cc(CSc2ccccc2C(=O)N2CCN(Cc3nc4ccccc4s3)CC2)no1	95	63	92	92	84	60	93	96
NC(N)=N/N=C(\c1ccccc1)C(O)c1ccccc1 (configuration not stated)	100	91	103	x	96	90	100	95
O=c1[nH]nc(-c2cc(Cl)ccc2I)c(=O)[nH]1	x	105	118	100	101	97	x	103
C/C(Cc1ccc(Cl)cc1)=C(/c1ccccc1)c1ccc(OCCN)cc1	99	x	95	97	x	101	97	100
COc1ccc(C(=O)Cc2ccccc2C(=O)O)cc1	83	102	121	88	102	108	102	99
O=c1oc2ccc(Br)cc2c(=O)n1-c1ccc(I)cc1F	-19*	5.5*	x	0.5*	x	-1.2*	-0.7*	1.4*
CC(=O)Oc1ccc(/C(=C(\C)c2ccc(Cl)cc2)c2ccc(OCCN3CCCCC3)cc2)cc1	51	-47*	73	53	-27*	30	-25*	3.4*
c1ccc(C2=NNC(c3cc(-c4cc5ccccc5o4)n(-c4ccccc4)n3)C2)cc1 (configuration not stated)	x	94	99	x	84	89	100	93
NC1=C(Cl)C(=O)C(N)=C(Cl)C1=O	100	109	106	153	106	98	109	99
CCN1CC(C)(C)N(C(=O)c2ccccc2)CC1(C)C	103	x	120	x	x	100	103	112
O=c1[nH]c2ccccc2c(=O)n1CCCN1CCN(c2cccc(Cl)c2)CC1	98	95	106	124	88	88	104	99
CC1NC(=S)NC(=O)/C1=C/c1cc(=O)oc2ccc(Cl)cc12 (configuration not stated)	104	94	94	98	97	92	107	81
O=C(COc1ccc(NC(=O)Nc2ccc(Cl)cc2)cc1)N/N=C/c1ccc(O)cc1	x	93	101	x	84	103	88	93
CCSc1ccc(N=[N+]([O-])c2ccc(SCC)c(Cl)c2)cc1Cl	86	109	96	100	95	69	97	81
Cc1cccc(N2C(=O)/C(=C3\SC(=S)N(c4cccc(C)c4)C3=O)SC2=S)c1	97	107	126	105	105	99	97	91
COc1ccc2ccccc2c1Cc1ccc(N(C)C)cc1	92	102	84	104	93	78	132	88
COc1ccc(C(=O)Nc2ncc(Cc3ccc(F)cc3)s2)cc1	30	8.5*	40	32	11	34	22	12
C=C(C)[C@@H](/C=C/[C@@H](C)[C@H]1CC[C@H]2C3=CC[C@H]4C[C@@H](O)CC[C@]4(C)[C@H]3CC[C@]12C)CC	95	119	102	133	119	99	106	94

# In the list so far, 6 contain two or more sulfur atoms.
compound	MDA-MB-231	K-562	BT-549	HS 578T	SR	T-47D	MDA-MB-468	MCF7
Cc1ccccc1N1CCN(C(=S)c2cccs2)CC1	110	78	70	151	58	67	86	78
OCCN(CCO)C(=S)S	x	111	110	100	x	x	102	98
CCCN(CCC)OS(=O)c1ccc(COCOc2ccc(OS(=O)N(CCC)CCC)cc2)cc1 (configuration not stated)	96	83	105	96	90	76	81	97
Cc1cc(CSc2ccccc2C(=O)N2CCN(Cc3nc4ccccc4s3)CC2)no1	95	63	92	92	84	60	93	96
CCSc1ccc(N=[N+]([O-])c2ccc(SCC)c(Cl)c2)cc1Cl	86	109	96	100	95	69	97	81
Cc1cccc(N2C(=O)/C(=C3\SC(=S)N(c4cccc(C)c4)C3=O)SC2=S)c1	97	107	126	105	105	99	97	91

# Later entries:
compound	MDA-MB-231	K-562	BT-549	HS 578T	SR	T-47D	MDA-MB-468	MCF7
O=C(COc1ccc(NC(=O)C2CCCCC2)cc1)NO	96	104	102	113	105	93	101	94
Cc1cc2nc3c4ccccc4nc-3n(CCN(C)C)c2cc1C	69	67	98	108	86	71	81	52
Cn1c(=O)c2[nH]c(SCCN3CCCCC3)nc2n(C)c1=S	101	127	117	109	107	98	124	108
COC(=O)C(C#N)(CCC(=O)c1ccccc1)CCC(=O)c1ccccc1	103	95	98	114	x	109	102	102
O=C(c1cccnc1)c1cc(-c2ccccn2)c(=O)n2ccccc12	104	134	118	102	x	109	116	88
CC(/C=C/c1ccc(Br)cc1)c1ccc(Br)cc1 (configuration not stated)	98	103	x	107	85	95	128	83
COc1cc2nc(SCc3ccccc3)n(-c3ccc(Cl)cc3)c(=O)c2cc1OC	-6.5*	2.4*	0.3*	-9.9*	5.3*	45	-11*	15
COc1cc(/C=C/C(=O)c2sc(N)nc2C)cc(OC)c1O	99	121	117	99	93	103	104	97
CC(=O)NC1C(O[C@H]2CC[C@]3(C)[C@H]4CC=C5[C@@H]6CC(C)(C)CC[C@]6(C(=O)OC6OCC(O)C(O)C6OC6OCC(O)(CO)C6O)[C@H](O)C[C@@]5(C)[C@]4(C)CC[C@H]3C2(C)C)OC(COC2OCC(O)C(O)C2OC2OCC(O)C(O)C2O)C(O)C1O (some centres not stated)	109	76	108	133	85	106	x	110
CC(C)(C)C1CCC(=O)CC1	105	115	108	x	107	100	95	95
N#C/C(=C\c1ccc([N+](=O)[O-])s1)c1nc2cc(Br)ccc2s1	-56*	-5.1*	-13*	x	-18*	4.5*	32	-14*
COc1ccc(N2CCC(=S)NC2=S)cc1	103	100	105	105	112	102	98	95
CCCc1nc2nc3c(c(C)nn3-c3ccccc3)c(-c3ccc(OC)cc3)c2c(=O)[nH]1	119	100	105	107	93	91	100	97
CCOC(=O)CCN1C(=O)/C(=C/N2N=C(c3ccc(OC)cc3)CC2c2ccc(OC)cc2)SC1=S (configuration not stated)	97	96	71	72	83	78	76	107
O=C(Nc1ccccc1)Nc1ccc(OCc2ccc(F)cc2)cc1	107	92	105	101	92	94	97	83
COc1ccc(NC(=O)c2ccc(Cl)cc2Cl)cc1	109	99	101	97	98	94	96	94
Cc1ccc(C(=O)/C(=C/c2ccc([N+](=O)[O-])cc2)SCc2ccc(Cl)cc2)cc1	84	x	89	88	11	65	73	13
CC(C)(C)C(=O)/C=C/c1cccc(F)c1	100	109	118	93	107	108	95	100
